Screening data from PubChem BioAssay.
FN deposition inh = inhibitors of fibronectin matrix deposition, primary screen, AH1F cells, Alexa488-fibronectin fluorescence, plate reader; AH1F fibroblasts, overnight; inhibition, % at 12.6 µM; hit rate 0.086% among 350,000; AID 743247, 2014;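 active = mean inhibition across replicates of 30% or more, regardless of how many single replicates reach that level; inconclusive = mean under 30% yet at least half of replicates reach 30%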;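 note: positive control wells lacked labelled fibronectin entirely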
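Schedule: 1 h cell adhesion before compound, then overnight fibronectin incubation; test system: AH1F fibroblast monolayer depositing Alexa488-labelled fibronectin into matrix; quantity: 10000 AH1F cells per well; probe or stimulus: fluorescent fibronectin at 24 nM final; signal: fluorescence, ex 485 nm, em 525 nm; evaluation: percent inhibition as loss of matrix-bound fibronectin fluorescence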
miR122 inh = miR-122 Renilla sensor signal increase in Huh7, primary screen, miR-122 inhibitor project, cell-based, single point, plate reader; Huh7 miR-122 Renilla luciferase sensor, 48 h; neutral wells = 0, positive control = 100; activation (reporter increase), % at 12.5 µM; hit rate 0.3% among 340,000; AID 602342, 2012;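 active = mean replicate activation score at least 90 and every replicate individually at or above 90; inconclusive = only one of the two criteria met; inactive = neither criterion met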;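 note: higher luciferase means less miR-122 activity so hits act as miR-122 inhibitors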
EWS-Fli inh = EWS/Fli-driven NR0B1 reporter inhibitors, primary screen, A673 cells, NR0B1 luciferase, luminescence, MLPCN library; viability-normalised; inhibition, % at 12.6 µM; hit rate 0.67% among 350,000;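 active = mean inhibition of at least 50% after viability correction, with every replicate also passing that limit; inconclusive = mean reaches 50% but only one of two replicates passes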;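 note: firefly luciferase signal divided by Alamar Blue viability fluorescence both relative to DMSO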
PAX8 reporter = inhibitors of PAX8-driven TPO luciferase reporter, primary screen, RMG-I cells, single concentration | SteadyGlo, 24 h | inhibition, % at 12.6 µM | hit rate 1.2% among 360,000 | AID 652154, 2013;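 active = mean replicate inhibition at least 60% with every replicate also reaching 60%; inconclusive = only one of the two criteria is met; inactive = mean below 60% and not all replicates reaching 60%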;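 note: luciferase light reporting Pax8 driven TPO promoter activity; plate controls were median of neutral control wells for no effect and mitoxantrone controls for full effect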
DENV2 CPE rescue = inhibitors of DENV2 cytopathic effect, primary screen, cell-based, plate reader, single concentration; DENV2-infected cells, cytopathic effect rescue; CPE inhibition, % at 9.99 µM; hit rate 1.7% among 350,000; AID 651640, 2012; in the data active = CPE inhibition above about 20%, passing the limit was not always enough; inconclusive = no clear call, values can overlap the other calls; tested in BHK-21 cells;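 note: 0% = median of neutral control wells and 100% = median of positive control wells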
INS-1E GSIS act = GLuc luminescence reporter in INS-1E cells, primary screen for activators of glucose-dependent secretion of insulin. INS-1E GLuc reporter insulin secretion, 2-3 h. activation, % at 16.6 µM. hit rate 0.61% among 370,000. AID 743287, 2014;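 active = lowest replicate activation of at least 40%, so every replicate reaches that level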;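 note: 0% = median of neutral control wells and 100% = median of IBMX positive control wells; some compounds called inactive have numbers as strong as hits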
CFTR F508del cor = F508del CFTR correction, initial screen, CFBE line, single point; CFBE cells, YFP halide quenching; stimulated with forskolin plus potentiator P3; % fluorescence drop versus neutral controls; activity (quench increase), % at 7.58 µM; AID 720511, 2013; hit rate 0.36% among 350,000;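 active = mean added fluorescence quench of at least 8% versus neutral control, with both replicates also reaching 8%; inconclusive = only one of the mean or replicate conditions met; inactive = mean below 8% and not both replicates reaching 8%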;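 note: cells transiently co-express mutant CFTR-F508del with the halide-sensitive YFP; corrector assay measuring rescue of mutant channel to the surface after 24 h compound exposure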
Active calls of the source: *; ? = inconclusive; / = no result given; [ ] = dose if it differs, or a comment.

Preview (2 entries):
SMILES | FN deposition inh | miR122 inh | EWS-Fli inh | PAX8 reporter | DENV2 CPE rescue | INS-1E GSIS act | CFTR F508del cor
COc1ccc(CN(C)C[C@H]2Oc3c(NC(=O)Nc4ccc(OC)cc4)cccc3C(=O)N([C@@H](C)CO)C[C@@H]2C)cc1 | / | -2[16.7 µM] | -16 | / | -4 | -12 | -3.0
O=C(C1CCOCC1)N1CC2(C1)[C@H](c1ccccc1)[C@H](CO)N2Cc1ccc(Cl)cc1 | / | / | -5 | / | -6 | -15 | 3.7

All compounds of this part, repeating the preview:
SMILES | FN deposition inh | miR122 inh | EWS-Fli inh | PAX8 reporter | DENV2 CPE rescue | INS-1E GSIS act | CFTR F508del cor
COc1ccc(CN(C)C[C@H]2Oc3c(NC(=O)Nc4ccc(OC)cc4)cccc3C(=O)N([C@@H](C)CO)C[C@@H]2C)cc1 | / | -2[16.7 µM] | -16 | / | -4 | -12 | -3.0
O=C(C1CCOCC1)N1CC2(C1)[C@H](c1ccccc1)[C@H](CO)N2Cc1ccc(Cl)cc1 | / | / | -5 | / | -6 | -15 | 3.7
O=C1C=C(C2OC(CO)C(O)C2O)C(=O)N1 (stereo not given) | / | 4 | -3 | / | -2 | 26 | 0.5
COc1ccc(C#Cc2cnc3c(c2)C(=O)N([C@@H](C)CO)C[C@H](C)[C@@H](CN(C)C(C)=O)O3)cc1 | 2 | -2[16.7 µM] | -2 | / | 3 | -3 | -0.6
O=C(Cn1ccc(NC(=O)OCc2ccccc2)nc1=O)NCCc1c[nH]c2ccccc12 | -5 | -1 | 15 | 10 | / | -1 | 0.1
C[C@H]1CCCCO[C@H](CN(C)S(=O)(=O)c2ccccc2)[C@@H](C)CN([C@@H](C)CO)C(=O)c2cc(NS(=O)(=O)c3cccs3)ccc2O1 | 0 | 2[16.7 µM] | -1 | 25 | -5 | -35 | -1.2
CC(=O)NC(c1ccccc1)c1cc(Cl)c2cccnc2c1O (stereo not given) | 0 | / | 21 | 85* | 4 | 16 | 2.9
C[C@H](CO)N1C[C@H](C)[C@@H](CN(C)CC2CCCC2)Oc2ncc(-c3ccc(C#N)cc3)cc2C1=O | 4 | 9[16.7 µM] | 6 | -6 | -2 | 13 | -1.8
CCOC(=O)[C@]12CCCC=C1N(Cc1ccccc1)C(=O)[C@H](CC(=O)N1CCOCC1)C2 | 0 | / | 4 | -24 | -6 | 28 | 0.7
Cc1ccc(C(=O)NC2CCN(Cc3ccccc3)CC2)cc1S(=O)(=O)N1CCOCC1 | -3 | -12 | 26 | 14 | ? | 8 | 1.2
CN1c2ccc(C#Cc3cccnc3)cc2[C@@H]2[C@@H](CCN2S(=O)(=O)c2ccccc2F)[C@H]1CO | 13 | -4[16.7 µM] | 27 | 13 | 6 | -45 | 4.4
O=C(COc1ccccc1)NCC(=O)N/N=C/c1ccccc1 | -4 | / | / | 18 | / | -2 | /
CCN(c1ccccc1)S(=O)(=O)c1ccc(Cl)c(NC(=O)CN2C(=O)NC3(CCCC3)C2=O)c1 | 1 | 2 | -2 | -2 | 7 | -41 | -2.3
Cc1ccc(C(=O)Nc2sc3c(c2C(=O)O)CCC(C)C3)o1 (stereo not given) | 2 | 3 | -97 | 21 | -9 | -9 | 4.7
COc1ccc2[nH]c(C)c(C(=O)CN3CCN(C(=O)c4ccco4)CC3)c2c1 | 1 | -5 | / | 10 | / | / | /
O=C(COC(=O)c1cc(Cl)ccc1O)NCCC1=CCCCC1 | 3 | 4 | -2 | 2 | 6 | -9 | -1.0
C[C@H](CO)N1C[C@H](C)[C@H](CN(C)Cc2ccc(Oc3ccccc3)cc2)Oc2c(NC(=O)c3nc4ccccc4s3)cccc2C1=O | / | -8[16.7 µM] | 2 | -15 | 3 | -10 | 4.6
Oc1[nH]c2ccc(Br)cc2c1N=NC(=S)Nc1ccc(F)cc1 | -8 | / | 44 | 70* | 1 | 3 | ?
O=C(C[C@H]1C[C@H]2c3cc(NC(=O)C4CCOCC4)ccc3O[C@H]2[C@H](CO)O1)NCc1cc(F)ccc1F | / | -4[16.7 µM] | 3 | 0 | -5 | 11 | -3.0
CC(CCc1ccccc1)NC(=S)NC1CCCCC1 (stereo not given) | -3 | / | 7 | 13 | -4 | -15 | 2.3
COc1ccc(CC2(CO)CCN(Cc3cnn(-c4ccccc4OC)c3)CC2)cc1 | 5 | -7 | 3 | -66 | 6 | -2 | -1.9
CCNC(=O)C[C@@H]1CC[C@H]2[C@H](COc3ccc(NC(=O)Nc4ccccc4OC)cc3C(=O)N2C)O1 | -4 | 4[16.7 µM] | -12 | 3 | -1 | -1 | 0.0
C[C@@H]1CN([C@H](C)CO)C(=O)c2ccccc2-c2ccccc2CO[C@@H]1CN(C)Cc1ccc(O)cc1 | -9 | / | -13 | / | -13 | 24 | 0.5
CNC(=O)C(=O)NCC(c1cccs1)S(=O)(=O)c1ccc(F)cc1 (stereo not given) | 5 | -8 | -4 | -1 | 11 | -2 | 1.9
CCN1CCN(CCNC(=O)c2ccc3nc(-c4cccc(C)c4)c(-c4cccc(C)c4)nc3c2)CC1 | -5 | 0 | 21 | 7 | -1 | 20 | 2.8
(list continues)
SMILES | FN deposition inh | miR122 inh | EWS-Fli inh | PAX8 reporter | DENV2 CPE rescue | INS-1E GSIS act | CFTR F508del cor
CCOC(=O)C1(Cc2cccc(OC)c2)CCCN(C(=O)CCSC)C1 (stereo not given) | 14 | / | -76 | -83 | -2 | 52* | -1.0
Cc1cccc([N+](=O)[O-])c1NC(=O)CN(Cc1ccccc1)Cc1ccccc1 | -1 | / | 8 | 25 | 3 | / | /
O=C(/C=C/c1ccccc1)NCC(=O)N/N=C/c1ccccc1[N+](=O)[O-] | 2 | / | 1 | 16 | -13 | -3 | -1.5
COc1ccc(S(=O)(=O)N(C)C[C@@H]2Oc3ccc(NC(=O)CCN4CCOCC4)cc3CC(=O)N([C@@H](C)CO)C[C@@H]2C)cc1 | -9 | 0[16.7 µM] | -6 | -8 | 8 | 11 | -2.0
Cc1cc(C)c(O)c(CN(C)Cc2cc(Cl)cc(Cl)c2O)c1 | 6 | 11 | -12 | -2 | 6 | / | -0.2
CCOc1ccc(/C=C\C(C)=N\O)cc1 | / | -2 | -85 | / | / | 1 | -0.3
C[n+]1ccc(C(=O)NCCC[N+](C)(C)C)cc1/C=N/O | -2 | / | 12 | -7 | 8 | -5 | 2.6
COc1cc(OC)c(OC)cc1CNc1nnnn1C | -5 | -5 | 6 | 7 | 1 | -4 | 0.0
CCNc1nc(SCC(=O)Nc2ccc(Cl)c(Cl)c2)nc(N2CCOCC2)n1 | 7 | -9 | 22 | 12 | -5 | -37 | 4.1
Cc1ccc(CS(=O)Cc2ccc(C(=O)NC3CCCC(C)C3C)o2)cc1 (stereo not given) | 30* | 0 | 0 | 2 | -7 | -38 | -2.2
C[C@@H]1CN([C@@H](C)CO)S(=O)(=O)c2ccc(-c3ccccc3)cc2O[C@@H]1CN(C)C(=O)c1ccccc1F | -11 | 0[16.7 µM] | 3 | / | / | -24 | -0.7
C[C@H](CO)N1C[C@H](C)[C@H](CN(C)C(=O)Nc2ccc3c(c2)OCO3)Oc2cc(C#Cc3ccccc3)ccc2S1(=O)=O | 7 | -2[16.7 µM] | -2 | 22 | -6 | -32 | -0.5
COc1cccc(C#Cc2ccc([C@H]3[C@@H](C#N)N(C(=O)c4ccccn4)[C@@H]3CO)cc2)c1 | 5 | / | -39 | 76* | 16 | -10 | 2.8
CCC1(CC)NC(=O)N(CC(=O)OC(C)C(=O)Nc2ccc(Cl)cn2)C1=O (stereo not given) | 5 | 2 | -3 | -15 | -2 | 10 | -2.7
O=C(CSc1n[nH]c(=O)[nH]c1=O)c1ccc([N+](=O)[O-])cc1 | 6 | / | 1 | 8 | 0 | 5 | -0.5
CCCn1c(=N)n(CC(=O)O)c2ccccc21 | -1 | -8 | / | 1 | / | / | /
Cc1ccc(S(=O)(=O)N(C)C[C@H]2OCCCC[C@H](C)Oc3ccc(NC(=O)c4ccncc4)cc3C(=O)N([C@@H](C)CO)C[C@H]2C)cc1 | 10 | 3[16.7 µM] | -9 | -8 | 2 | -16 | -3.6
CCOC(=O)N1CCC(NC(=O)c2ccc3c(c2)N=C(C)c2c(C)ccc(C)c2S3)CC1 | -9 | 74 | 44 | 96* | -1 | -22 | 11*
O=C(/C=C/c1ccccc1)NCCSCc1ccc(Cl)cc1 | 6 | 2 | / | 8 | / | -13 | /
O=C(Cn1cc(COc2ccc(Cl)c(Cl)c2)nn1)NS(=O)(=O)c1ccccc1OC(F)(F)F | 2 | -3 | -2 | 1 | -30 | -4 | 5.3
COc1cc(SC)ccc1C(=O)N1CCN(Cc2ccccc2)CC1 | -7 | / | 8 | 6 | 3 | -1 | -2.3
Nn1c(SCC(=O)N2CCCCCC2)nnc1-c1ccncc1 | / | -5 | 3 | / | 2 | 24 | -3.7
CC(C)NC(=O)N(C)C[C@H]1Oc2ccc(NC(=O)Nc3ccc(C(F)(F)F)cc3)cc2CC(=O)N([C@H](C)CO)C[C@@H]1C | -6 | -3[16.7 µM] | -6 | 13 | -1 | -25 | -2.1
Cc1noc(C)c1NC(=O)N(C)C[C@H]1Oc2ncc(/C=C/c3ccccc3)cc2C(=O)N([C@H](C)CO)C[C@@H]1C | / | -9[16.7 µM] | -9 | -5 | 7 | 3 | 0.2
COc1ccc(C(CC(=O)N2CCCC(C)C2)c2c(O)cc(OC)cc2OC)cc1 (stereo not given) | -8 | 6 | -6 | -2 | 14 | / | -4.1
Later entries:
SMILES | FN deposition inh | miR122 inh | EWS-Fli inh | PAX8 reporter | DENV2 CPE rescue | INS-1E GSIS act | CFTR F508del cor
CC(Sc1n[nH]c(N)n1)C(=O)Nc1ccccc1-c1ccccc1 (stereo not given) | -3 | / | -5 | -16 | 5 | 13 | 0.3
C[C@@H]1CN([C@H](C)CO)C(=O)c2cccc(NC(=O)c3ccno3)c2O[C@H]1CN(C)S(=O)(=O)c1cccs1 | -5 | -2[16.7 µM] | -4 | / | 14 | 10 | -1.1
COc1ccc(S(=O)(=O)N2CCN(CC(=O)Nc3ccccc3Cl)CC2)cc1 | 12 | -2 | 18 | 4 | -7 | -8 | 1.0
Cc1ccc(NC(=O)CSc2nc(O)cc(=O)n2C)cc1 | -3 | 1 | / | 3 | / | / | /
CCCCc1c(-c2ccccc2OC)ncn1C1CCCC1 | 5 | / | 12 | -10 | 0 | -4 | -1.7
CCc1ccccc1OCC(=O)Nc1cc(S(=O)(=O)N(CC)CC)ccc1N1CCOCC1 | 6 | 7 | 13 | 28 | 1 | -36 | -2.3
O=C(C[C@@H]1CC[C@H]2[C@@H](COC[C@H](O)CN2C(=O)c2cnccn2)O1)NCc1ccc(Cl)cc1 | 0 | 1[16.7 µM] | 10 | -14 | 7 | 2 | -0.1
CC(=O)N1CC2(C1)[C@@H](c1ccccc1)[C@H](CO)N2Cc1cccc(Cl)c1 | / | / | -8 | -8 | 5 | -7 | 0.4
COc1ccc(/C=C2\SC(=O)N(CCNC(=O)C3=COCCO3)C2=O)cc1 | 11 | 38 | 34 | -132 | -3 | 12 | 8.0*
COCc1c(C(=O)Nc2ccc3nc(N4CCOCC4)sc3c2)oc2ccccc12 | 2 | -3 | -3 | 2 | 0 | -35 | 0.8
C[C@H](CO)N1C[C@H](C)[C@@H](CN(C)Cc2ccc(C(=O)Nc3ccccc3N)cc2)OCc2cn(nn2)CCCC1=O | -13 | -7[16.7 µM] | 21 | 6 | -3 | 2 | -1.2
CCn1c(SCC(=O)N2CCc3ccccc32)nnc1-c1ccncc1 | -1 | 3 | / | -1 | / | / | /
